Screening data as filed in PubChem BioAssay.
Anthrax LF prot: blocks Bacillus anthracis lethal factor protease | P15917 | multiplex microsphere protease cleavage assay, LF | inhibition, % at 10 µM | 0.12% of 360,000 active; also: plate controls were buffer without enzyme for full effect and enzyme alone for no effect
PrPC surface inh: cell surface PrPC inhibition, primary TR-FRET screen. P04156. TR-FRET read-out. inhibition, % at 13.8 µM. 0.43% of 370,000 active. AID 720596; in the data active = inhibition above about 24%; also: 0% = median of the test wells and 100% = reference compound wells
PriA SSB inh: blocks PriA binding to SSB C-terminal tail | AlphaScreen SSBct-PriA binding, biotinylated peptide | inhibition, % at 33 µM | 0.6% of 430,000 active; in the data active = inhibition mostly above about 37%, no sharp cut-off; inactive = mostly below about 20%;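 also: plate controls were negative control peptide for no effect and reference peptide for full effect; strong numbers were not always called active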
CCHFV vOTU inh: blocks the CCHF virus ovarian tumor domain protease | CCHFV vOTU protease, Pep-AMC fluorescence | inhibition, % at 11.5 µM | 0.55% of 370,000 active | AID 651958; in the data active = inhibition above about 30%; also: 0% = vehicle wells with enzyme and 100% = no enzyme wells
MazF activator: activators of E. coli MazEF toxin-antitoxin RNase. FAM/BHQ RNA-DNA oligo cleavage fluorescence, 5 h. P0AE70. 0.32% of 350,000 active. AID 504720. activation, % at 20 µM; in the data active = activation above about 50%
Target sequence (P0AE70 whole entry, looked up): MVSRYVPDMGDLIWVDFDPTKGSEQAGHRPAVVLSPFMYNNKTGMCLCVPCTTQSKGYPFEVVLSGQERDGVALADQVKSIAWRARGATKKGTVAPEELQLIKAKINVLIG
BoNT A protease: blocks Botulinum neurotoxin A light chain protease. 0.17% of 360,000 active. AID 588499. inhibition, % at 10 µM. multiplex microsphere protease substrate cleavage, flow cytometry; also: plate controls were buffer without enzyme for full effect and enzyme alone for no effect
SARS 3CLpro inh: SARS-CoV 3CLpro protease inhibition. P0C6X7. recombinant SARS-CoV 3CLpro, quenched FRET peptide cleavage. inhibition, % at 6 µM. 0.14% of 290,000 active. AID 1706; in the data active = inhibition above about 12%
VHR inh abs: inhibitors of human VHR1 phosphatase (DUSP3); recombinant VHR phosphatase, pNPP absorbance; P51452; AID 1654; inhibition, % at 13.3 µM; 0.52% of 290,000 active; in the data active = inhibition above about 50%; also: some compounds called inactive have numbers as strong as hits
Target sequence (P51452 whole entry, looked up): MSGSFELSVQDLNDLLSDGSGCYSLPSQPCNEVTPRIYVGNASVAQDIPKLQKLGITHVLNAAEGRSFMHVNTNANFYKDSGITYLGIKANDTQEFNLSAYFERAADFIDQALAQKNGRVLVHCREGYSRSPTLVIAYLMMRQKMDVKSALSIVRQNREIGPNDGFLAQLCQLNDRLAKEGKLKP
BoNT-F LC inh: blocks Botulinum neurotoxin F light chain protease; Multiplex microsphere protease cleavage assay, flow cytometry; inhibition, % at 10 µM; 0.22% of 360,000 active; AID 588497; in the data active = inhibition above about 35%, passing the limit was not always enough; inconclusive = no clear call, values can overlap the other calls; also: plate controls were buffer without enzyme for full effect and enzyme alone for no effect
Rv3671c inh: inhibitors of M. tuberculosis serine protease Rv3671c; P9WHR9; inhibition, % at 5.96 µM; 0.048% of 320,000 active; AID 2606; in the data active = inhibition above about 38%;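 also: extracellular domain of Rv3671c used as enzyme; 0% = enzyme with DMSO and 100% = no enzyme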
Target sequence (P9WHR9 whole entry, looked up, the tested form may be a part): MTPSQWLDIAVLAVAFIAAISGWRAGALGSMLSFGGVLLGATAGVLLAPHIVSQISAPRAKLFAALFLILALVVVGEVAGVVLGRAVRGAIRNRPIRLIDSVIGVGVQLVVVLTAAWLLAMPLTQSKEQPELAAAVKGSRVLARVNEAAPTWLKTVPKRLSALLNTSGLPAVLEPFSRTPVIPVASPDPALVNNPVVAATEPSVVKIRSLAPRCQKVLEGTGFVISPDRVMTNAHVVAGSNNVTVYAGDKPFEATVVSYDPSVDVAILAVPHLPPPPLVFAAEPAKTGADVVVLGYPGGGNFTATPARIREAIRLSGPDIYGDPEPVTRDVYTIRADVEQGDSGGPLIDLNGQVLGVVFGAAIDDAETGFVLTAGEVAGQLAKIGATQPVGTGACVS
An asterisk follows results filed as active; i = inactive; ? = inconclusive; / = not tested or not shown; & = joins results of further samples. Rule as the data show it, unless noted: active = inhibition above about 30%; inconclusive = no clear call, values can overlap the other calls; inactive = below that.

SMILES	Anthrax LF prot	PrPC surface inh	PriA SSB inh	CCHFV vOTU inh	MazF activator	BoNT A protease	SARS 3CLpro inh	VHR inh abs	BoNT-F LC inh	Rv3671c inh
Cc1[nH]n(-c2ccccc2)c(=O)c1N=Nc1cccc([N+](=O)[O-])c1	-8	3	-7	10	-11	-2.1	-1	9	42*	0
Nc1nnn(CC(=O)N/N=C/c2ccncc2)n1	-6	-11	i	4	-2	-0.4	2	4	-5	1
Cc1ccc(NC(=O)CSc2nnc(C3CC3)n2N)cc1S(=O)(=O)N1CCOCC1	2	0	-9	-3	2	0.3	7	29	-1	-5
COCC(C)n1c(SCC(=O)Nc2nccs2)nc2ccccc2c1=O (centres undefined)	-2	-2	8	7	1	0.5	/	/	-1	-8
C=CCNC(=O)/C(C#N)=C/c1ccc(C)o1	0	-6	-6	6	-1	-0.8	0	7	-3	1
CCCCNC(=O)CC1SC(=NCC)N(CC)C1=O (centres undefined)	7	-6	-11	13	9	0.4	-7	15	?	1
COc1cc(C2C(C#N)=C(N)Oc3c2ccc2ccccc32)ccc1OCC(=O)Nc1cccc(C)c1 (centres undefined)	2	1	-12	6	2	4.6	7	-5	4	-30
COc1ccccc1NS(=O)(=O)c1ccc(C)c(NS(=O)(=O)c2cc(C(=O)O)cc(C)c2C)c1	-4	10	0	19	1	0.0	-3	5	-2	-6
CN(C)S(=O)(=O)c1cc(C(=O)NCCCn2ccc3ccccc32)ccc1Cl	12	10	5	7	0	6.1	-1	3	-27	3
C/C(=N\NC(=O)c1cccc(F)c1)c1ccc(NC(=O)Cc2ccccc2)cc1	2	11	/	4	-1	0.7	-2	4	-3	/
O=P(Cc1cccc[n+]1[O-])(c1ccccc1)c1ccccc1	-9	8	-3	2	-9	-2.5	-5	-6	-24	-2
CCC(C)n1[nH]c(=O)cc1N (centres undefined)	3	2	-12	0	-13	-0.1	-1	6	0	-1
COC(=O)c1cc(S(=O)(=O)Nc2cccc(-c3ccno3)c2)c[nH]1	-6	-3	/	-9	8	0.2	/	/	2	/
C/C(O)=c1/cnc2nc3ccccc3n2c1=O	0	-4	/	-12	8	-0.4	3	16	-6	-5
C[C@H](NC(=O)c1nc[nH]c1C(=O)NCCCCCNC(=O)OC(C)(C)C)C(=O)OC(C)(C)C	-2	12	-1	5	4	-1.6	9	-8	-15	12
O=C(c1ccco1)N1CCN(S(=O)(=O)c2cccc(C(F)(F)F)c2)CC1	4	3	1	-1	5	?	-1	28	?	8
O=C(NCCc1ccccc1)c1cccc([N+](=O)[O-])c1	-4	-9	-4	0	2	-1.0	-1	-8	-3	0
Cc1ccc(S(=O)(=O)N2C[C@@]3(O)Cn4c(=O)ccc(=O)n4C[C@@]3(OC(=O)NCC3CCCCC3)C2)cc1	0	3	/	17	/	0.1	/	/	4	/
Cc1nnc(N2CCc3ccccc3C2)[nH]c1=O	-4	-1	-4	2	2	-0.6	-1	-2	?	4
O=C(O)c1cccc(NC(=O)C2C3C=CC(C3)C2C(=O)OCC(F)(F)C(F)F)c1 (centres undefined)	0	3	-7	-2	9	-0.3	-2	2	-7	-2
CCOC(=O)C1CN(S(=O)(=O)c2ccc(OC)cc2)c2cc(Cl)ccc2O1 (centres undefined)	-3	1	-10	7	0	0.9	1	14	-11	-2
COc1ccc(C2NC(c3ccc(OC)cc3)C([N+](=O)[O-])C(C)(C)C2[N+](=O)[O-])cc1 (centres undefined)	-2	-7	2	-7	12	0.4	7	10	1	1
O=S(=O)(c1ccccc1)N(CC(O)Cn1c2ccccc2c2ccccc21)c1ccccc1 (centres undefined)	-2	22	2	27	8	-0.3	4	6	-8	-64
N#CCSc1nc2sc3c(c2c(=O)n1C1CCCCC1)CCCC3	0	-6	1	10	7	0.8	-3	18	?	1
CSc1nc2n(n1)C(C)C1=C(CCCC1=O)N2 (centres undefined)	0	-6	0	-11	3	0.4	4	20	-3	-10
Cc1cccc(-n2c(C)nc3sccc3c2=O)c1	-1	-5	0	2	5	-0.3	-4	6	6	-12
CCc1ccc(OCCSc2nc3ccccc3n2CC(=O)O)cc1	2	7	-2	4	0	-0.7	2	6	-5	-2
O=C(Nc1ccc(N2CCOCC2)cc1)c1cccc2c(-c3ccc(F)c(F)c3)coc12	-3	-3	/	1	/	0.1	/	/	-12	/
CCOC(=O)C(=O)Nc1ccccc1C(=O)Nc1ccc(OC)cc1	-18	3	2	16	2	7.5	4	-5	12	-2
COC(=O)c1cn(Cc2cccc(C)c2)nn1	-6	1	6	0	0	-2.9	3	-2	-23	-4

Compound profiles (already shown).
Results for CN(C)S(=O)(=O)c1cc(C(=O)NCCCn2ccc3ccccc32)ccc1Cl = Anthrax LF prot = 12; PrPC surface inh = 10; PriA SSB inh = 5; CCHFV vOTU inh = 7; MazF activator = 0; BoNT A protease = 6.1; SARS 3CLpro inh = -1; VHR inh abs = 3; BoNT-F LC inh = -27; Rv3671c inh = 3
Results for N#CCSc1nc2sc3c(c2c(=O)n1C1CCCCC1)CCCC3 = Anthrax LF prot = 0; PrPC surface inh = -6; PriA SSB inh = 1; CCHFV vOTU inh = 10; MazF activator = 7; BoNT A protease = 0.8; SARS 3CLpro inh = -3; VHR inh abs = 18; BoNT-F LC inh = ?; Rv3671c inh = 1
Results for CCC(C)n1[nH]c(=O)cc1N (centres undefined) = Anthrax LF prot = 3; PrPC surface inh = 2; PriA SSB inh = -12; CCHFV vOTU inh = 0; MazF activator = -13; BoNT A protease = -0.1; SARS 3CLpro inh = -1; VHR inh abs = 6; BoNT-F LC inh = 0; Rv3671c inh = -1

Additional results
SMILES	Anthrax LF prot	PrPC surface inh	PriA SSB inh	CCHFV vOTU inh	MazF activator	BoNT A protease	SARS 3CLpro inh	VHR inh abs	BoNT-F LC inh	Rv3671c inh
O=C(CSc1nnc2c(n1)[nH]c1ccccc12)N1CCCCC1	-6	-12	-1	10	3	-0.6	5	13	-2	-4
O=C(Nc1ccc(OCC(=O)N2CCOCC2)cc1)c1cncc(Br)c1	-2	3	1	-15	-9	0.2	-2	-8	-4	-9
COc1ccc(S(=O)Cc2ccc(C(=O)N3CCN(c4cccc(C)c4C)CC3)o2)cc1 (centres undefined)	-1	/	4	/	2	-0.5	0	6	-2	1
N#CCC(=O)NCCCc1ccccc1	-3	-5	3	3	-3	0.3	-3	33	-7	-3
Cc1ccc2nc(SCC(=O)NCC3CCCO3)c(C#N)cc2c1 (centres undefined)	1	-3	-15	6	10	0.1	4	15	-4	8
Cn1nnc(NC(=O)CSc2ncn[nH]2)n1	0	1	-19	16	3	1.0	-3	15	6	1
COc1ccc(OCc2cc(C(=O)N3CCCN(C(C)=O)CC3)no2)c(Cl)c1	0	9	-1	-6	7	1.6	2	-20	4	1
CNC(=O)/C(C#N)=C/c1cn(CC(=O)OC)c2ccccc12	2	-13	-10	-3	1	0.6	-4	25	8	-3
CCCCN(C(=O)c1ccccc1Cl)C(CC(C)C)c1nc2ccccc2[nH]1 (centres undefined)	-5	16	/	12	/	-0.6	/	/	10	/
COc1ccc(Cl)cc1NC(=O)CSc1nncn1-c1cccnc1	-6	10	-9	-3	3	-1.2	-1	3	-10	-8
COC(=O)c1cc(OC)c(OC)cc1NC(=O)CN1CCCCC1	-4	/	-7	/	-4	0.5	-5	3	-4	8
CC1CCCC(C)N1S(=O)(=O)c1ccc(Cl)cc1 (centres undefined)	12	4	-14	-10	-11	-1.6	-2	-18	-20	-4
Cn1c(=O)c2c(ncn2CC(=O)N/N=C/C=C/c2ccccc2)n(C)c1=O	0	-9	/	-15	4	0.1	5	32	2	-3
Cc1nc2ccccc2n2c(-c3ccccc3)c3c(=O)n(C)c(=O)n(C)c3c12	-1	4	-11	13	8	-0.5	4	42	-12	0
O=[N+]([O-])c1cccc(-c2c[n+]3c(n2-c2ccccc2)SCC3)c1	-1	-20	-14	-3	-1	-0.9	-1	26	-4	2
NC(=O)c1cc2ccccc2oc1=NCc1ccccc1	-2	-9	-4&8	13	4	-0.2	2	39	-5	3
O=C(CCCCCCC(=O)Nc1ccccc1)NO	-1	1	-9	-8	5	0.0	/	/	-3	1
COc1ccc(S(=O)(=O)N[C@@H](C)C(=O)OCC(=O)Nc2cc3oc4ccccc4c3cc2OC)cc1	5	0	-4	10	-6	0.8	4	-2	1	-36
CCOC(=O)Nc1nnc(Cc2ccc(Cl)c(Cl)c2)s1	3	22	4	-1	-9	-2.1	5	21	1	-1
Cc1ccc2nsnc2c1S(=O)(=O)N(Cc1cc2cccc(C)c2[nH]c1=O)CC1CCCO1 (centres undefined)	-1	-5	-16	-7	7	-0.2	3	-1	-5	7
CCOC(=O)C1CCN(C(=O)c2cc3c(=O)n4ccccc4nc3s2)CC1	10	-20	0	-228	3	11	-1	19	-6	-1
CCC(=O)N1Cc2cc(C(=O)Nc3nccs3)nc(-c3cccc(-c4ccccc4OC)c3)c2[C@@H]1CCO	1	4	/	-1	/	0.0	/	/	-1	/
N#Cc1c(N)nc2c(c1-c1cccc(O)c1)CCCCCC2	-5	4	-3	-13	0	-0.7	3	6	5	-13
CCOC(=O)Cn1ccc(O)c(Cc2ccc(Cl)cc2Cl)c1=O	-2	-1	-10	8	0	-0.2	4	17	0	3
CCOC(=O)C1(CCc2ccccc2)CCN(C(=O)C2CCOCC2)CC1	1	-6	-5	-10	3	-0.2	3	26	6	-19
Cc1ccc(C)c(C(=O)c2c(C)nc3sccn23)c1	-1	-4	-10	15	3	0.1	5	17	-4	-2
O=C(Cc1ccc(F)cc1)N(c1ccc(F)cc1)C1C=CS(=O)(=O)C1 (centres undefined)	-2	-2	-5	-23	2	0.9	-6	-18	2	-2
CCN1CCN(c2nc(N)c([N+](=O)[O-])c(Nc3cccc(C)c3)n2)CC1	5	-13	-7	2	4	1.2	-2	8	17	-9
CCN(C(=O)CSc1ncn[nH]1)c1cccc2ccccc12	-10	3	-5	-9	-3	-0.9	2	-13	-12	-1
COc1cc([N+](=O)[O-])cc(/C=N/NC(=O)C(O)(c2ccccc2)c2ccccc2)c1O	16	-2	/	23	4	-1.9	-3	-10	4	14
N#CC1=C(SCc2ccccc2)NC(=O)C(C#N)C12CCCC2 (centres undefined)	4	2	-10	-2	4	0.7	1	-20	14	-2
COc1ccc2c(c1)[C@H]1[C@H](CO2)[C@H](c2ccccc2)[C@]2(C)C(=O)Nc3cc(Cl)ccc3C(=O)N12	2	/	11	/	4	0.1	/	/	3	-52
C#CCn1cc(/C=N/NC(=O)c2cc3ccccc3o2)c2ccccc21	-1	3	/	5	-2	0.3	-1	-10	0	11
CCCCC(=O)Nc1ccc2c(c1)nc1n2CCN(CCOC)C1	-27	2	0	-25	8	1.9	-5	16	-42	/
Cn1cc(Cl)c(C(=O)NNC(=S)Nc2cccc(Cl)c2)n1	-3	7	3	10	-1	-0.6	1	35	-2	-4
CN1CCN(C2CC(=O)N(Cc3ccc(N4CCCC4=O)cc3)C2=O)CC1 (centres undefined)	-3	-8	-6	4	9	-0.6	-5	27	-3	2
O=C(c1cc(Cl)nc2ccccc12)N(Cc1nnc(-c2ccccc2Cl)o1)C1CC1	-2	-5	-22	1	3	-1.9	2	1	-2	2
Cc1ccc(O)c(C2=Nc3ccccc3N=C(c3ccco3)C2)c1	-1	-4	-11	-7	82*	0.3	3	19	-4	-11
CN(C)c1nc(SCc2ccccc2Cl)nc2c1CCCC2	2	/	-38	/	-12	0.3	-2	3	3	3
COc1ccc(OC)c(NC(=O)Nc2cnccn2)c1	2	0	-15	-7	2	-0.2	-1	36	0	/
O=C(c1nnc(-c2ccccc2)o1)C1CC1	-5	-6	6	4	5	-0.1	8	13	-3	2
Cc1ccc2cc(CN(C(=O)c3cccs3)c3ccccc3)c(=O)[nH]c2c1	-6	3	-5	-4	10	-0.6	-6	5	-4	-6
O=C(COC(=O)CCC1CCCC1)NCc1ccc(Cl)cc1	0	0	-11	19	-1	-0.3	-4	16	3	6
COc1ccc(CC(=O)N(C)CC(=O)Nc2ccccc2C(F)(F)F)cc1S(=O)(=O)N1CCOCC1	-2	/	-15	/	-10	-0.6	/	/	9	2

Not all compounds are listed; the hit share may differ from the screen's.
